TcdB GH inh – TcdB glycohydrolase inhibitors, primary screen, biochemical, single point, plate reader; actives 0.24% (n = 350,000); AID 652162, 2013; inhibition, % at 9.99 µM; TcdB glycohydrolase enzymatic assay; in the data active = inhibition above about 10%
Anthrax LF prot – Bacillus anthracis LF protease inhibitors, primary screen, biochemical, multiplex microsphere, MLPCN library | actives 0.12% (n = 360,000) | multiplex microsphere protease cleavage assay | inhibition, % at 10 µM | AID 588501, 2011 | Lethal factor (Bacillus anthracis), P15917; in the data active = inhibition above about 30%; also: plate controls were buffer without enzyme for full effect and enzyme alone for no effect
Target sequence (P15917 whole entry, looked up): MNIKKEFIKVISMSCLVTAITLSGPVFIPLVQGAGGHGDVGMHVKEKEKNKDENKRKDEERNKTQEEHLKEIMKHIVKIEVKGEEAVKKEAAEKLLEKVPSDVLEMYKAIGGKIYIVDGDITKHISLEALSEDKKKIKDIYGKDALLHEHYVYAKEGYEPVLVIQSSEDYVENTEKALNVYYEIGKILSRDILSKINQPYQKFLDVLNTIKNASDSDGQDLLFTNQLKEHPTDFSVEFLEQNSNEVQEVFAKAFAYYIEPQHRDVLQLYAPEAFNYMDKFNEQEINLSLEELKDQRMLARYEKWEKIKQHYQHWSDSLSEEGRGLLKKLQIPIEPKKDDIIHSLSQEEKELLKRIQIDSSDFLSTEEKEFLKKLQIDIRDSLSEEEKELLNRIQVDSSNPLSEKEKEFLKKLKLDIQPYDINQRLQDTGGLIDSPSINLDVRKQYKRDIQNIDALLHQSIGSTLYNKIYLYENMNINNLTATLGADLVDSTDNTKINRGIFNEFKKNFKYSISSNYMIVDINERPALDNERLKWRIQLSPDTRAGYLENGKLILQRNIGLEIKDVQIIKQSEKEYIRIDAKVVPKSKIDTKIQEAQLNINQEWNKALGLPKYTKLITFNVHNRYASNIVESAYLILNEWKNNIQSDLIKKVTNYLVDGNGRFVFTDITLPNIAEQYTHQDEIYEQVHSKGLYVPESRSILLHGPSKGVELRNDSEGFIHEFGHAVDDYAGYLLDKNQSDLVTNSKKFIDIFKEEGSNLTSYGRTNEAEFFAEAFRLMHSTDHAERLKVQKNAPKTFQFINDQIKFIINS
SARS 3CLpro inh – SARS-CoV 3CLpro protease inhibitors, primary screen, biochemical, quenched FRET | actives 0.14% (n = 290,000) | Replicase polyprotein 1ab (Severe acute respiratory syndrome coronavirus), P0C6X7 | AID 1706, 2009 | recombinant SARS-CoV 3CLpro, quenched FRET peptide cleavage | inhibition, % at 6 µM; in the data active = inhibition above about 12%
Rv3671c inh – Rv3671c serine protease inhibitors, primary screen, biochemical, fluorescence polarization, M. tuberculosis H37Rv. inhibition, % at 5.96 µM. actives 0.048% (n = 320,000). AID 2606, 2010; in the data active = inhibition above about 38%;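 also: extracellular domain of Rv3671c used as enzyme; 0% = enzyme with DMSO and 100% = no enzyme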
PriA SSB inh – inhibitors of Klebsiella pneumoniae PriA binding to SSB C-terminal tail, primary screen, biochemical, AlphaScreen; AlphaScreen SSBct-PriA binding, biotinylated peptide; inhibition, % at 33 µM; actives 0.6% (n = 430,000); in the data active = inhibition mostly above about 37%, no sharp cut-off; inactive = mostly below about 20%;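 also: plate controls were negative control peptide for no effect and reference peptide for full effect; strong numbers were not always called active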
VHR inh abs – VHR1 phosphatase inhibitors, primary screen, biochemical, absorbance, uHTS; actives 0.52% (n = 290,000); inhibition, % at 13.3 µM; AID 1654, 2009; recombinant VHR phosphatase, pNPP absorbance; Dual specificity protein phosphatase 3 (Homo sapiens), P51452; in the data active = inhibition above about 50%; also: some compounds called inactive have numbers as strong as hits
Target sequence (P51452 whole entry, looked up): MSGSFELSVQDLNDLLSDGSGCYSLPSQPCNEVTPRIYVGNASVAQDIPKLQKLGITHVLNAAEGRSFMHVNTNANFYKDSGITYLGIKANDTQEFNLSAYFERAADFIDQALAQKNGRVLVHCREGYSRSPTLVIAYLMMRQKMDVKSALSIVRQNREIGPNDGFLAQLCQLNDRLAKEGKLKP
Vc quorum ag – inducers of Vibrio cholerae quorum light production without autoinducers, primary screen, BH1578 luxS cqsA deficient, single point. V. cholerae BH1578 lux reporter, luminescence, 6 h. AID 588436, 2011. activation, % at 18.7 µM. actives 0.16% (n = 350,000); in the data active = activation mostly above about 9.7%, no sharp cut-off; also: not every result past the cut was called active; inactives centre near 0; reference of the scale not given here
Y pestis TopoI – Yersinia pestis topoisomerase I inhibitors, primary screen, biochemical, cleavage product accumulation, plate reader, single point; DNA topoisomerase I (Yersinia pestis CO92); actives 0.064% (n = 360,000); activity, % at 10 µM; Y. pestis Topo-I cleavage product accumulation; AID 504884, 2011; in the data active = activity above about 50%, passing the limit was not always enough; also: inactives centre near 2
MazF activator – activators of E. coli MazEF toxin-antitoxin RNase, primary screen, biochemical, fluorescence, uHTS | FAM/BHQ RNA-DNA oligo cleavage fluorescence, 5 h | AID 504720, 2011 | actives 0.32% (n = 350,000) | activation, % at 20 µM | Endoribonuclease toxin MazF (Escherichia coli (strain K12)), P0AE70; in the data active = activation above about 50%
PfHsp40 rescue – rescue of yeast from PfHsp40 toxicity, primary screen, S. cerevisiae, ATP luminescence. S. cerevisiae expressing PfHsp40, growth rescue. growth rescue, % at 12.5 µM. actives 0.68% (n = 340,000). AID 504582, 2011; in the data active = growth rescue above about 28%, passing the limit was not always enough;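 also: yeast W303a lacking pdr1 and pdr3 grown in galactose medium; growth measured after three days at 30 °C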
An asterisk follows results filed as active; i = inactive; / = not tested or not shown. Not all compounds are listed, so the mix of outcomes need not match the whole.

SMILES	TcdB GH inh	Anthrax LF prot	SARS 3CLpro inh	Rv3671c inh	PriA SSB inh	VHR inh abs	Vc quorum ag	Y pestis TopoI	MazF activator	PfHsp40 rescue
C#CCOCCOCCOCCNc1nc(N2CCN(C(=O)[C@H](CCC(=O)O)n3cc(C(N)CO)nn3)CC2)nc(N2CCN(C(=O)[C@H](Cc3ccc(O)cc3)n3cc(C(N)[C@H](C)CC)nn3)CC2)n1 (stereo partly specified)	1.0	/	0	1	7	35	/	/	7	/
Cc1ccc(-n2cc(CN(C)Cc3ncc[nH]3)c(-c3cccc(C)c3)n2)cc1	2.0	-6	2	1	23	4	-0.2	-7	3	-0.8
CCCCOc1ccc(C(=O)Nc2ccc(OCC(=O)N3CCOCC3)cc2)cc1	1.4	-2	-1	-2	-8	23	-1.0	13	7	-0.2
N=c1n(Cc2ccc(Cl)cc2)c2ccccc2n1CC(O)COc1ccccc1 (stereo unspecified)	1.4	-2	4	-12	-2	22	-0.5	-6	-2	0.9
COc1ccc(NC(=O)CSc2ccc(C)cc2)cc1	/	-1	0	2	-7	-4	i	-1	3	0.1
CC(=O)Nc1ccc(C(=O)N2CCCCC2c2cc(C(=O)NCc3cccnc3)no2)cc1 (stereo unspecified)	0.3	-4	/	/	/	/	-0.9	-7	/	/
CC(=O)c1c(N2CCN(CCO)CC2)nc(=S)n(-c2ccccc2)c1C	2.7	2	-1	-2	-6	26	-0.2	-4	5	-0.3
CCc1ccccc1NC(=O)c1cc(C2CC2)on1	0.1	8	/	-4	-9	13	-0.1	5	8	2.8
N#CC1=C(N)Oc2cc(O)ccc2C1c1cccnc1 (stereo unspecified)	-0.6	-2	0	4	0	28	-0.2	5	7	0.5
CCCCC(=O)Nc1cc(C(=O)NCCc2ccccc2)ccc1Cl	/	-2	5	-1	1	38	i	-4	11	24
Cc1cc(C(=O)NCc2ccccc2Cl)c2ccccc2n1	1.8	9	-4	-5	0	-8	i	2	-20	-0.5
Cc1nc(CS(=O)(=O)c2ccc(Cl)cc2)cc(Sc2ccc(Cl)cc2)n1	/	-2	7	1	-13	16	0.2	36	5	-0.8
Cn1c2ccccc2c2cnn(CC(=O)O)c(=O)c21	/	-2	-5	-7	-10	18	i	3	-2	1.0
CCc1ccc(OCc2n[nH]c(=S)n2C(C)CCCC(C)C)cc1 (stereo unspecified)	0.2	-4	-3	9	-5	20	-0.2	63*	-11	57*
CSc1cccc(NC(=S)N2CCC(N(C)C3CCCCC3C)CC2)c1 (stereo unspecified)	2.0	-6	-2	-1	0	14	i	-3	5	-1.3
CCN(C(=O)C(C)Sc1ccc(S(=O)(=O)N2CCOCC2)cn1)c1ccccc1 (stereo unspecified)	-3.5	0	/	-9	-9	/	-3.2	17	3	-0.9
O=C(Nc1ccccc1)c1cnc[nH]1	/	0	-5	4	-9	4	-1.4	-2	1	0.0
COc1ccc(NC(C)=O)cc1NS(=O)(=O)c1ccc2c(c1)OCCO2	0.7	2	/	-2	0	/	-1.1	-3	4	-0.1
CN(Cc1ccc(F)cc1)C(=O)c1ccc(NS(=O)(=O)c2ccccc2)cc1	0.5	0	/	4	-3	/	-0.6	20	3	0.4
CC(=O)c1cccc(NC(=O)N2CCC(NC(=O)c3ccco3)CC2)c1	-0.1	-1	-5	-8	-4	-3	-0.3	-6	-15	-1.3
CC(NC(=O)CSc1nc2ccccc2c(=O)n1CCCO)c1ccccc1 (stereo unspecified)	0.2	-3	-2	0	5	-8	-0.3	4	-16	-0.5
Cc1ccc(/C=C2/SC(=S)N(CCC(=O)N3CCN(C)CC3)C2=O)cc1	1.2	3	1	-13	6	-3	i	7	11	-2.5
O=C(N/N=C/c1ccc([N+](=O)[O-])o1)c1ccccc1NS(=O)(=O)c1cccs1	1.6	-11	3	5	i	14	i	-7	-15	1.1
CC(C)C(NC(=O)C1CCCCC1)C(=O)Nc1ccncc1 (stereo unspecified)	/	3	3	-3	-2	28	0.0	-3	0	0.5
Cc1n[nH]c(=O)c2ccccc12	0.8	0	-2	-7	-4	8	-0.1	7	-3	-1.1

Another view of part of the listing above:
| mol | TcdB GH inh | Anthrax LF prot | SARS 3CLpro inh | Rv3671c inh | PriA SSB inh | VHR inh abs | Vc quorum ag | Y pestis TopoI | MazF activator | PfHsp40 rescue |
| --- | --- | --- | --- | --- | --- | --- | --- | --- | --- | --- |
| Cc1cc(C(=O)NCc2ccccc2Cl)c2ccccc2n1 | 1.8 | 9 | -4 | -5 | 0 | -8 | i | 2 | -20 | -0.5 |
| Cc1nc(CS(=O)(=O)c2ccc(Cl)cc2)cc(Sc2ccc(Cl)cc2)n1 | / | -2 | 7 | 1 | -13 | 16 | 0.2 | 36 | 5 | -0.8 |
| Cn1c2ccccc2c2cnn(CC(=O)O)c(=O)c21 | / | -2 | -5 | -7 | -10 | 18 | i | 3 | -2 | 1.0 |
| CCc1ccc(OCc2n[nH]c(=S)n2C(C)CCCC(C)C)cc1 (stereo unspecified) | 0.2 | -4 | -3 | 9 | -5 | 20 | -0.2 | 63* | -11 | 57* |
| CSc1cccc(NC(=S)N2CCC(N(C)C3CCCCC3C)CC2)c1 (stereo unspecified) | 2.0 | -6 | -2 | -1 | 0 | 14 | i | -3 | 5 | -1.3 |
| CCN(C(=O)C(C)Sc1ccc(S(=O)(=O)N2CCOCC2)cn1)c1ccccc1 (stereo unspecified) | -3.5 | 0 | / | -9 | -9 | / | -3.2 | 17 | 3 | -0.9 |
| O=C(Nc1ccccc1)c1cnc[nH]1 | / | 0 | -5 | 4 | -9 | 4 | -1.4 | -2 | 1 | 0.0 |

(continued)
SMILES	TcdB GH inh	Anthrax LF prot	SARS 3CLpro inh	Rv3671c inh	PriA SSB inh	VHR inh abs	Vc quorum ag	Y pestis TopoI	MazF activator	PfHsp40 rescue
c1ccc(-c2noc(-c3ccc4c(c3)OCO4)n2)nc1	/	0	-1	4	4	13	-0.8	0	-4	-1.1
CCOc1ccccc1NC(=O)CSc1nnc(-c2cccnc2)o1	0.6	-1	/	8	-4	/	-1.3	9	0	0.9
CCC(=O)OC1(C)C(=O)C=C2C=C(c3ccc(C#N)cc3)OC=C2C1=O (stereo unspecified)	0.2	4	/	-3	8	/	0.0	-2	-27	-1.6
NNc1nnc(-c2ccccc2)c(-c2ccccc2)n1	/	-4	-3	0	5	35	-1.5	44	4	-0.9
COc1ccc(CC(=O)N(Cc2cc3cc(OC)ccc3[nH]c2=O)C(C)C)cc1	/	1	-3	-1	-9	12	-1.0	7	2	0.7
COc1ccc(CCNC(=O)Cc2cccs2)cc1	-1.6	0	2	-2	1	5	1.4	0	5	-2.1
Brc1cc(Br)c2nc3c(cc2c1)CCC3	0.8	0	2	-4	-33	5	-1.1	0	-16	0.4
O=S(=O)(Nc1ccccn1)c1ccc(C(F)(F)F)cc1Cl	0.3	0	-4	-3	-2	6	i	9	8	-0.4
CNC(=O)C(=O)N/N=C/c1cccnc1	1.4	/	9	10	i	-3	-0.3	-3	-4	0.0
NC(=O)N/N=C/c1c(Sc2nnnn2-c2ccccc2)nc2ccccn2c1=O	1.9	-4	-4	-5	i	-7	-0.5	-3	-1	-0.8
Cn1c(O)c(/C=C2\C=Nc3ccccc32)sc1=Nc1ccc(C(=O)O)cc1	0.6	0	-1	-11	/	4	i	0	-13	-0.2
Cc1cc(NC(=O)CCCC(=O)N(CC(=O)NCCc2ccccc2)Cc2ccc(F)cc2)no1	/	-5	-1	5	-12	21	i	24	-5	0.2
COc1ccc(OC)c(-n2c(O)c(C=NCc3ccc4c(c3)OCO4)c(=O)[nH]c2=O)c1	/	-1	3	-27	-9	2	27	8	7	0.0
O=C(Nc1ccc(S(=O)(=O)N2CCOCC2)cc1)c1ccc(Br)o1	/	10	-1	-1	9	6	-0.4	6	3	1.5
Cc1ccc(-n2nc3c(=O)n(CC(=O)NCCc4ccccc4C)nc(C)c3c2C)cc1	0.9	-1	-3	-18	-5	-14	-0.4	10	-9	-2.5
O=C(NCCc1ccccc1)c1cnc2ccccn2c1=O	/	-3	-4	-5	-18	25	0.9	2	-5	0.8
CCCN(CC(=O)Nc1ccccc1C)C(=O)C1CC(=O)N(Cc2ccccc2)C1 (stereo unspecified)	0.2	/	/	-9	-19	/	i	4	-6	0.4
COc1ccc(Cc2n[nH]c(=S)n2N)cc1OC	0.8	-4	-4	-4	-5	15	-0.2	1	-5	-0.7
O=C(CSC1=NCCN1)Nc1cccc(C(F)(F)F)c1	2.0	-7	3	1	6	26	1.6	0	1	-0.6
COc1ccc(OC)c(NC(=O)c2ccc(CN3CCc4ccccc4C3)cc2)c1	0.1	6	-2	-4	-3	18	-0.8	32	6	0.6
CCOc1ccc(N(CC(=O)NC2CCCCC2)S(=O)(=O)c2c(C)noc2C)cc1	1.5	1	1	-3	-8	1	i	-4	9	-0.6
O=C(C1CCCO1)N1CCN(Cc2c(O)ccc3ccccc23)CC1 (stereo unspecified)	/	2	4	0	7	27	-0.6	-4	-9	2.4
CN(CC(=O)Nc1ccc(N2CCOCC2)cc1)C(=O)CSc1ccccc1F	1.2	2	/	8	-6	/	0.4	-8	3	0.0
CN(Cc1nccn1C)C(=O)c1ccc(OC2CCN(CCc3ccccc3)CC2)cc1	0.5	3	-3	4	6	16	-1.5	11	-1	-0.2
COc1cccc(-c2ccc(NC(=O)C3CCCN(Cc4nccn4C)C3)cc2)c1 (stereo unspecified)	-1.7	-2	5	1	21	29	i	6	1	0.9
The list goes on:
SMILES	TcdB GH inh	Anthrax LF prot	SARS 3CLpro inh	Rv3671c inh	PriA SSB inh	VHR inh abs	Vc quorum ag	Y pestis TopoI	MazF activator	PfHsp40 rescue
COc1ccc(-c2cc(C(=O)NN)[nH]n2)cc1OC	-1.8	-7	6	-8	-3	28	1.5	2	6	1.2
CCCc1nnc(NC(=O)CNc2ccc(F)cc2)s1	/	-3	-2	-6	-13	0	i	-3	-1	0.1
COc1ccc(C(CNC(=O)C(CC(C)C)NS(=O)(=O)c2ccc(C)cc2)N2CCOCC2)cc1 (stereo unspecified)	0.8	-5	/	2	-1	/	-1.0	4	8	0.4
CC(=O)c1ccc(OCC(=O)N(C)CC(=O)Nc2ccc(N3CCOCC3)cc2)cc1	-0.2	/	/	2	2	/	i	-2	3	0.7
CN(C)c1ccc(S(=O)(=O)N2CCCCC2)cc1NC(=O)CN1C(=O)NC2(CCCC2)C1=O	-4.6	-7	/	-10	6	/	i	17	0	-1.8
CCC(=O)Nc1nnc(SCCN2CCOCC2)s1	0.8	-2	0	-5	-7	30	-0.3	0	6	-0.7
CC1CCCCC1NC(=O)C1CC=CCC1C(=O)O (stereo unspecified)	/	0	7	-3	-8	-3	-0.2	-5	-1	-0.6

Among those listed so far, two have a cyano group.
SMILES	TcdB GH inh	Anthrax LF prot	SARS 3CLpro inh	Rv3671c inh	PriA SSB inh	VHR inh abs	Vc quorum ag	Y pestis TopoI	MazF activator	PfHsp40 rescue
N#CC1=C(N)Oc2cc(O)ccc2C1c1cccnc1 (stereo unspecified)	-0.6	-2	0	4	0	28	-0.2	5	7	0.5
CCC(=O)OC1(C)C(=O)C=C2C=C(c3ccc(C#N)cc3)OC=C2C1=O (stereo unspecified)	0.2	4	/	-3	8	/	0.0	-2	-27	-1.6
